High-throughput results from PubChem BioAssay.
NCI-60 one-dose screen, 48 h, at 10 µM unless noted. Numbers give growth in % (100 = growth as untreated, 0 = no growth, -100 = all killed).
ACHN = ACHN renal cancer | 81,000 tested, 4.9% active | AID 1794771
TK-10 = TK-10 renal cancer cells; AID 1794769; 81,000 tested, 3.9% active
SN12C = SN12C renal cancer cells. 81,000 tested, 3.8% active
786-0 = 786-0 renal cancer cells | AID 1794775 | 81,000 tested, 5.1% active
RXF 393 = RXF 393 renal cancer cells | 77,000 tested, 6.9% active
CAKI-1 = CAKI-1 renal cancer | 75,000 tested, 4.7% active
A498 = A498 renal cancer cells; 76,000 tested, 5.4% active; AID 1794774
UO-31 = UO-31 renal cancer; 81,000 tested, 5.2% active; AID 1794768
* marks the source's active call; other numbers are inactive results; x = not tested or not shown; & = joins results of further samples; ! = a repeat was not active. Rule for the calls: active = growth percent below 10; inactive = the rest.

SMILES	ACHN	TK-10	SN12C	786-0	RXF 393	CAKI-1	A498	UO-31
O[C@@H](c1cc(C(F)(F)F)nc2c(C(F)(F)F)cccc12)[C@H]1CCCCN1	38	66	64	46	55	76	60	50
Cc1ccc(CBr)c2ccccc12	94	123	102	105	x	91	134	86
CC(=O)[C@H]1CC[C@H]2[C@@H]3CC[C@H]4CC(=O)CC[C@@H]4[C@H]3CC[C@]12C	90	96	88	95	108	80	75	100
COc1ccc(-c2nc(SC(C)C)nc(NC3CC3)c2C#N)cc1	86	100	92	69	x	94	93	97
COc1ccc(/C=N/N(C)C)cc1	99	108	102	103	98	100	93	85
Cc1cc(=O)[nH]c(SCC(=O)Nc2nc(-c3ccc(Cl)cc3)cs2)n1	106	122	108	105	125	97	117	100
CN(CC(=O)c1ccc(I)cc1)Cc1ccccc1	115	118	105	107	108	102	81	93
O=C(NC(CCO)C(=O)O)c1ccccc1 (configuration not stated)	116	104	90	108	97	x	x	92
O=Cc1ccccc1OCC(=O)O	105	85	93	100	136	78	106	97
Cc1ccc(S(=O)(=O)c2nc(-c3ccccc3)oc2S(=O)(=O)CC(=O)N2CCCC2)cc1	-100*	-100*	-85*	-57*	-94*	-100*	90	-100*
Clc1nc2ccc(Br)cc2cc1-c1nc2ccccc2s1	96	x	93	103	110	80	103	65
CS(=O)(=O)O[C@H]1CO[C@H]2[C@@H]1OC[C@H]2OS(C)(=O)=O	97	118	98	105	106	x	109	82
CC(=O)NC1C(Nc2ccc(S(=O)(=O)Nc3cc(C)nc(C)n3)cc2)OC(CO)C(O)C1O (configuration not stated)	101	101	117	108	111	108	89	81
N=C(N)SC/C=C/CSC(=N)N	100	116	100	97	x	102	92	87
COc1ccc(-c2noc(C(=O)O)c2-c2cccc(OC)c2)cc1	110	88	104	100	97	90	110	87
C=C1CC[C@@H]2[C@](C)(COC(C)=O)[C@H](OC(C)=O)CC[C@@]2(C)[C@@H]1CC(NC1CC1)C1=CCOC1=O (some centres not stated)	98	99	101	107	117	98	102	82
Nc1nc(Nc2ccc([N+](=O)[O-])cc2O)nc(C(Cl)(Cl)Cl)n1	80	92	81	97	76	46	36	72
Cc1cc(C)c2ccc(NC(=O)CCC(=O)O)nc2n1	55	102	97	98	90	94	90	83
O=[N+]([O-])c1ccc(C(c2ccccc2)c2ccccc2)cc1	90	96	92	99	100	83	91	80
OC1C2COC(O2)C(O)C1O (configuration not stated)	107	108	103	98	x	96	102	120
COC(=O)c1c[nH]c(=S)n1Cc1ccccc1	105	111	98	94	115	98	125	76
CCCCCOc1ccc(/C=N/Nc2cc(C)nc3ccc(Cl)cc23)cc1	-73*	-23*	-88*	-85*	-86*	29	x	-100*
COC(=O)[C@@H](Cc1c[nH]c2ccccc12)NC(=O)[C@H](C)NCc1ccc2[nH]ccc2c1	98	100	97	112	105	94	99	83
O=C(CNCc1cc(=O)oc2ccc3ccccc3c12)Nc1ccc(Cl)cc1	87	x	86	93	114	90	89	79
COc1cc(C)cc2oc3oc(=N)c(-c4csc(-c5cc6ccccc6o5)n4)cc3c(=O)c12	103	106	103	97	107	96	105	89

(more compounds)
SMILES	ACHN	TK-10	SN12C	786-0	RXF 393	CAKI-1	A498	UO-31
Cc1c(-c2ccc3c(c2)OCO3)no[n+]1[O-]	114	94	105	106	105	91	x	91
CC(C)(C)c1cc(Cl)c2c(c1)CN(C1CCCCC1)CO2	99	103	98	96	91	89	101	77
Cc1ccc2nc(COc3ccc(C(=O)NNC(=S)NCCc4ccccc4)cc3)[nH]c2c1	101	111	77	61	x	96	134	84
Cc1noc(N)c1C(=O)Nc1ccc(C(F)(F)F)cc1	98	118	108	91	x	95	120	81
COC1(c2ccccc2)c2ccccc2C(=O)c2ccccc21	108	117	104	104	98	103	96	86
Cc1cc(C)cc(C(=O)O)c1	101	140	101	109	117	x	121	72
CCOC(=O)c1c(Cc2[nH]c(C=O)c(C)c2OC(=O)CC)[nH]c(C=O)c1C	75	67	87	88	79	x	98	66
COC(=O)c1nn2c(c1C(=O)OC)CC(c1ccccc1)N(S(=O)(=O)c1ccccc1)C2 (configuration not stated)	104	113	90	106	103	96	97	108
O=C(O)C(O)c1ccc(-c2ccccc2)cc1 (configuration not stated)	109	95	107	100	113	101	96	98
CN(C)c1nc(-c2ccccc2)c(/C=C2\SC(=S)N(CCCC(=O)O)C2=O)s1	86	117	91	86	83	91	102	76
O/N=C(\c1ccco1)C(O)c1ccco1 (configuration not stated)	107	96	95	101	108	95	84	76
COc1cnc2c(c1)C(=O)c1c-2n(CCCNCC2CC2)c(=O)c2cc(F)ccc12	-62*	-33*	0.6*	-32*	-48*	-27*	-31*	-82*
CCCCN(CCCC)CC(O)c1ccc(OC)c2ccccc12 (configuration not stated)	92	93	79	90	87	84	79	43
CCc1c(-c2ccccc2)nc(N)nc1-c1nc(N)nc(-c2ccccc2)c1CC	101	99	93	101	100	88	93	x
CC(=O)C1CN(C)CCC1=O (configuration not stated)	91	83	96	106	121	104	106	86
O=C(Nc1ccc(Cl)cc1)C(=S)N1CCOCC1	104	99	95	102	102	94	108	88
Cc1ccc(NC(=O)/C=C/c2ccc(OCCOc3ccc4c(C)cc(=O)oc4c3)cc2)cc1	96	117	98	104	111	102	97	100
C[C@H](C(=O)O)c1ccc2c3cc(Cl)ccc3n(CC(=O)Nc3cccc(Cl)c3)c2c1	92	98	96	96	96	90	89	88
CCc1cc(O)cc(C)c1Cl	109	107	97	106	115	x	112	99
O=C(/C(=C\c1ccc([N+](=O)[O-])cc1)S(=O)Cc1ccc(F)cc1)c1ccc(F)cc1 (configuration not stated)	-7.6*	26	-44*	-44*	-68*	44	82	-39*
N#Cc1cc(-c2ccc3ncnc(N4CCc5cc(F)c(Cl)cc54)c3c2)cnc1N	27	30	27	22	18	20	0.0*	19
N#CC1C2=C(Cc3ccccc3C2)C2(C(=O)Nc3ccccc32)C(C#N)(C#N)C1N (configuration not stated)	71	129	75	89	64	58	133	52
CCCCCCCCCCCCCCCc1cc(O)ccc1N	77&90	98&123	62&51	21&78	95	1.5*!	122&133	-60*!
CN(C)C1C(=O)C(C(=O)NCNC2C(=O)N3C2SC(C)(C)C3C(=O)O)=C(O)C2(O)C(=O)C3=C(O)c4c(O)cccc4C(C)(O)C3CC12 (configuration not stated)	110	93	105	105	121	x	x	83
CCCC(C)(C)COC(=O)c1ccccc1Cl	99	94	111	100	102	x	104	99

Next results.
SMILES	ACHN	TK-10	SN12C	786-0	RXF 393	CAKI-1	A498	UO-31
NC1=C(O)C(=O)C(c2c(Cl)cccc2Cl)O1 (configuration not stated)	88	135	92	99	98	63	117	60
COc1cc(NCc2cn(-c3ccc(C(=O)O)cc3)nc2-c2ccc(C(=O)O)cc2)cc(OC)c1OC	102	92	95	91	105	88	66	89
N/C(=N\C(N)=N\c1nc2ccccc2s1)c1ccccc1Cl	91	129	82	103	110	90	92	83
O=C(CCCCCCNC(=O)C(O)(O)C(F)(F)F)Nc1ncc(-c2ccc(Br)cc2)s1	-32*	-20*	0.5*	15	-53*	-33*	-41*	-26*
CCCCCCOc1ccc(/C=N/Nc2cc(C)nc3ccc(Br)cc23)cc1	-98*	-86*	-89*	-88*	-97*	-72*	x	-97*
O=C(O)C(C(=O)O)c1ccccc1	96	93	95	99	98	88	x	87
Cc1cccc(N2CCN(CC(=O)NCc3cc(C)n(-c4ccccc4)n3)CC2)c1C	100	77	91	95	83	x	90	72
O=[N+]([O-])c1cccc(-c2csc(Nc3nc(-c4ccncc4)nc(C(Cl)(Cl)Cl)n3)n2)c1	102	174	91	104	117	88	107	64
C(=N\Nc1nc(N/N=C/c2ccc3c(c2)OCO3)nc(N2CCCCC2)n1)/c1ccc2c(c1)OCO2	95	121	80	87	80	99	52	74
COc1ccc(/C=C2\CN(C)CC3=C2Nc2nc(SC)[nH]c(=O)c2C3c2ccc(OC)cc2)cc1 (configuration not stated)	93	x	93	99	91	100	84	65
CCOC(=O)c1c(CN(C)Cc2ccccc2)nc2ccc(Cl)cc2c1-c1ccccc1	96	152	111	89	94	106	135	76
O=C(CNc1nc(-c2ccccc2)cs1)Nc1ccccc1Cl	75	84	83	93	x	79	106	43
Cn1c(=O)[nH]c(=O)c2nc(CC(=Nc3ccc(F)cc3)c3ccccc3)c(=O)[nH]c21	96	94	95	100	116	93	92	89
CCN1CCN(c2ccc(NC(=O)Nc3ccc4c(c3)CCN4c3ccnc(C(=O)NC)c3)cc2C(F)(F)F)CC1	99	131	90	86	46	107	88	89
CC(=O)c1cc(C(=O)c2ccc(Br)cc2)n2cccc(C#N)c12	100	143	100	95	99	109	115	105
CCOC(=O)C(Nc1ccc(F)cc1)c1ccc(NC)cc1 (configuration not stated)	88	91	102	100	109	103	100	69
CCC#CCn1cnc2c(OC)ncnc21	96	104	93	80	108	99	97	85
C=C(CN=[N+]=[N-])[C@@H]1CC[C@]2(C(=O)OC)CC[C@]3(C)[C@H](CC[C@@H]4[C@@]5(C)CCC(=O)C(C)(C)[C@@H]5CC[C@]43C)[C@@H]12	94	104	91	95	88	59	94	76
Cc1ccc(C=O)c(C)c1	104	95	99	106	x	93	94	83
CC(=O)CC(C)(C)c1ccccc1	111&105	125&106	118&99	114&103	116&106	111&96	123&102	92&96
CCn1c(=O)c2c(=O)c3c4c(oc3oc2c2ccccc21)C(=O)c1ccccc1C4=O	80	112	87	105	106	73	x	82
c1coc(-c2cc(-c3cc(-c4ccco4)on3)no2)c1	105	107	94	105	102	84	127	81
O=C1CC(c2ccccc2)Cc2nc3ccc(Br)cc3cc21 (configuration not stated)	34	73	32	41	28	31	-12*	41
Cc1nn(-c2ccc(F)cc2)c2ncnc(NN)c12	98	151	92	104	95	x	99	71
Cc1ccc(N2CCN(CCOCCC#N)CC2)cc1	98	121	105	102	139	x	86	86

Part of the list above in order of count of non-hydrogen atoms, high to low:
SMILES	ACHN	TK-10	SN12C	786-0	RXF 393	CAKI-1	A498	UO-31
C(=N\Nc1nc(N/N=C/c2ccc3c(c2)OCO3)nc(N2CCCCC2)n1)/c1ccc2c(c1)OCO2	95	121	80	87	80	99	52	74
COc1ccc(/C=C2\CN(C)CC3=C2Nc2nc(SC)[nH]c(=O)c2C3c2ccc(OC)cc2)cc1 (configuration not stated)	93	x	93	99	91	100	84	65
C=C1CC[C@@H]2[C@](C)(COC(C)=O)[C@H](OC(C)=O)CC[C@@]2(C)[C@@H]1CC(NC1CC1)C1=CCOC1=O (some centres not stated)	98	99	101	107	117	98	102	82
N#CC1C2=C(Cc3ccccc3C2)C2(C(=O)Nc3ccccc32)C(C#N)(C#N)C1N (configuration not stated)	71	129	75	89	64	58	133	52
CN(C)c1nc(-c2ccccc2)c(/C=C2\SC(=S)N(CCCC(=O)O)C2=O)s1	86	117	91	86	83	91	102	76
O[C@@H](c1cc(C(F)(F)F)nc2c(C(F)(F)F)cccc12)[C@H]1CCCCN1	38	66	64	46	55	76	60	50
COc1ccc(-c2nc(SC(C)C)nc(NC3CC3)c2C#N)cc1	86	100	92	69	x	94	93	97
N/C(=N\C(N)=N\c1nc2ccccc2s1)c1ccccc1Cl	91	129	82	103	110	90	92	83
Clc1nc2ccc(Br)cc2cc1-c1nc2ccccc2s1	96	x	93	103	110	80	103	65
O=C(Nc1ccc(Cl)cc1)C(=S)N1CCOCC1	104	99	95	102	102	94	108	88
COC(=O)c1c[nH]c(=S)n1Cc1ccccc1	105	111	98	94	115	98	125	76
CCC#CCn1cnc2c(OC)ncnc21	96	104	93	80	108	99	97	85
Cc1cc(C)cc(C(=O)O)c1	101	140	101	109	117	x	121	72

Later entries:
SMILES	ACHN	TK-10	SN12C	786-0	RXF 393	CAKI-1	A498	UO-31
CN1CCC(=O)c2ccccc21	103	108	106	106	110	98	97	90
CC(C)CC(=O)OCCCc1ccccc1	101	83	95	93	104	93	81	87
CC1CCCCC1(O)C[N+](=O)[O-] (configuration not stated)	107	106	107	108	125	99	94	95
CC(=O)c1c(C)c(C)cc(C)c1C	106	112	95	103	104	95	x	93
O=Cc1cc2ccccc2nc1Oc1ccc(Cl)cc1	93	104	84	95	94	70	x	46
C=C(/C=C/[C@@H](C)[C@H]1CC[C@H]2C3=CC[C@H]4C[C@@H](O)CC[C@]4(C)[C@H]3CC[C@]12C)C(C)C	106	96	98	111	x	95	x	99
Cc1ccc(C(=O)NN2C(=O)CSC2c2cccc([N+](=O)[O-])c2)cn1 (configuration not stated)	92	98	97	106	83	80	100	15
COc1cc2c(cc1O)CC[C@@H]1[C@@H]2CC[C@]2(C)[C@@H](OCCN(C)C)CC[C@@H]12	58	85	x	58	52	75	40	72
CCCCOCCOC(=O)c1ccc(Cl)cc1	111	106	108	106	108	104	91	98
CCCCN1C(=O)CC(C(=O)OCC)=C1C	99	121	102	99	119	86	87	79
CN1CCC(NC(=O)Nc2ncccc2OCc2ccccc2)CC1	91	83	96	92	105	96	69	94
Nc1c2c(nc3ccc(Cl)cc13)CC(c1ccccc1)CC2=O (configuration not stated)	48	80	61	55	56	45	49	58
OCC=C1CCCCCC1	104	97	99	111	102	91	94	89
Cc1cc(N(CCCNc2ccnc3cc(Cl)ccc23)Cc2ccco2)nc(N2CCOCC2)n1	95	110	67	68	71	x	59	47
CC(CC(C#N)(c1ccccc1)c1ccccc1)OS(C)(=O)=O (configuration not stated)	111	93	101	91	x	93	98	89
C/C=C(/C)c1ccccc1	103	99	99	97	96	102	88	99
CC1(C)OC(=O)C(c2ccccc2)O1 (configuration not stated)	114	99	103	110	116	98	92	97
COc1cc(C(=O)N2CCN(C(=O)c3cc(OC)c(OCc4ccccc4)cc3N)CC2)c(N)cc1OCc1ccccc1	159	131	111	104	99	x	132	98
